High-throughput results as filed in PubChem.
aDG glyco up: increases alpha dystroglycan glycosylation | Pro5-aDG cells, alpha-DG glycosylation AlphaScreen (IIH6); 0% Pro5, 100% B10-LARGE cell signal | activation, % at 10 µM | actives 0.22% (n = 360,000) | AID 624168;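 active = activation of at least 8% versus controls, or a plate z-score of at least 8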;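 note: Pro5 are CHO cells carrying HIG-tagged alpha-DG that lacks glycosylation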
N-glyco inh: blocks N-linked glycosylation in D54 reporter cells; D54 ERlucT glycosylation luciferase reporter, 24 h; percent of 100 nM tunicamycin response; reporter increase, % at 12.5 µM; actives 0.23% (n = 360,000);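 active = mean luciferase reporter signal, scaled so untreated is 0 and the glycosylation-blocking control 100, at or above a set limit in every replicate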;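 note: luciferase carries N-glycosylation sites so blocking glycosylation raises the light; 0% = median of neutral control wells and 100% = median of 100 nM tunicamycin wells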
ABHD5 PLIN5 PPI: ABHD5-PLIN5 protein interaction inhibition; Split G. princeps luciferase complementation, luminescence, 4 h; actives 0.78% (n = 360,000); Q00G26+Q8WTS1; inhibition, % at 4 µM;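 active = inhibition above the mean inhibition across every tested compound plus 3 SD, cut at about 22% in these data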;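 note: 0% = DMSO only wells and the 100% control is not disclosed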
MC4R ag barr: activates human MC4R beta-arrestin recruitment | U2OS MC4R beta-arrestin complementation, luminescence; percent of melanotan II response, DMSO zero | activation, % at 8.9 µM | actives 0.98% (n = 360,000) | AID 540308;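 active = activation above a per-plate cutoff, the mean activation of sample wells on that plate plus 3 SD, cut at about 8% in these data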
NOD2 RIPK2 PPI: NOD2-RIPK2 protein interaction inhibition. O43353. actives 0.38% (n = 360,000). inhibition, % at 4.98 µM. AID 624267. CHO BLA complementation NOD2-RIPK2, CCF4 ratio; in the data active = inhibition above about 21%;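 note: 0% = vehicle only and 100% = reference blocker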
Granule exo inh: blocks lytic granule exocytosis | TALL-104 LAMP-1 surface exposure, flow cytometry; cells stimulated with thapsigargin and PMA | inhibition, % at 10 µM | actives 0.66% (n = 360,000);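 active = inhibition above about 55%, limit read from the data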
ABCB6 inh 2: inhibitors of human ABC transporter ABCB6; Q9NP58; K562-ABCB6 porphyrin accumulation, flow cytometry, 1 h; active compounds read low; fluorescence ratio to DMSO, % at 10 µM; actives 0.19% (n = 360,000); AID 602162;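 active = fluorescence ratio to DMSO below 75%, the collection mean minus 3 SD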;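 note: signal is porphyrin accumulated inside mitochondria; 100% equals median channel fluorescence of DMSO control wells; lower ratio means ABCB6 inhibition with less porphyrin fluorescence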
MC4R antagonist: blocks human MC4R cAMP signaling. P32245. MC4R-expressing cells, MTII-stimulated cAMP, LANCE TR-FRET. inhibition, % at 6.5 µM. actives 0.48% (n = 360,000);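 active = inhibition above its plate's cutoff, the mean of tested wells on that plate plus 3 SD, cut at about 29% in these data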;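 note: 0% = Melanotan II alone and 100% = Melanotan II plus saturating MCL0020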
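Assay system: U2OS cells stably expressing human melanocortin 4 receptor (MC4R) / Dosing: 6.5 µM / Timing: compound 30 min, challenge 1 h, detection 1 h / Measured by: Eu-cAMP/anti-cAMP TR-FRET, emission 671 nm / Replicates: singlicate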
Vif imaging: HIV Vif inhibition; HEK293T cells, Vif self-association by quenched fluorescence, imaging, 24 h; inhibition, % at 7.49 µM; actives 0.35% (n = 340,000); AID 602346; in the data active = inhibition above about 50%, passing the limit was not always enough; note: some results filed as inactive read as strong as hits
TLR9-MyD88 block: inhibitors of human TLR9-MyD88 binding | AID 504734 | actives 0.21% (n = 340,000) | CHO BLA complementation TLR9-MyD88, CCF4 FRET ratio | inhibition, % at 4.98 µM;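 active = inhibition above the mean over all tested compounds plus 3 SD, cut at about 21% in these data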;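 note: 0% = DMSO only wells and 100% = clavulanate BLA inhibitor control wells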
Target sequence (Q99836 whole entry, looked up): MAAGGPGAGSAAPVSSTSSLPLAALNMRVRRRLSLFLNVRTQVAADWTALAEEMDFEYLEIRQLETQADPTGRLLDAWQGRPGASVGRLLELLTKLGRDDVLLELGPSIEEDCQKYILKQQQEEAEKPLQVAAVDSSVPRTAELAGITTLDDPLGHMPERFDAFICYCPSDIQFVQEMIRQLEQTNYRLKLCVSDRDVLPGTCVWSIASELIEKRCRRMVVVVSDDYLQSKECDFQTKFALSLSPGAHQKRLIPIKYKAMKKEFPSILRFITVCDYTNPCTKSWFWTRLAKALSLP
Target sequence (Q9NR96 whole entry, looked up): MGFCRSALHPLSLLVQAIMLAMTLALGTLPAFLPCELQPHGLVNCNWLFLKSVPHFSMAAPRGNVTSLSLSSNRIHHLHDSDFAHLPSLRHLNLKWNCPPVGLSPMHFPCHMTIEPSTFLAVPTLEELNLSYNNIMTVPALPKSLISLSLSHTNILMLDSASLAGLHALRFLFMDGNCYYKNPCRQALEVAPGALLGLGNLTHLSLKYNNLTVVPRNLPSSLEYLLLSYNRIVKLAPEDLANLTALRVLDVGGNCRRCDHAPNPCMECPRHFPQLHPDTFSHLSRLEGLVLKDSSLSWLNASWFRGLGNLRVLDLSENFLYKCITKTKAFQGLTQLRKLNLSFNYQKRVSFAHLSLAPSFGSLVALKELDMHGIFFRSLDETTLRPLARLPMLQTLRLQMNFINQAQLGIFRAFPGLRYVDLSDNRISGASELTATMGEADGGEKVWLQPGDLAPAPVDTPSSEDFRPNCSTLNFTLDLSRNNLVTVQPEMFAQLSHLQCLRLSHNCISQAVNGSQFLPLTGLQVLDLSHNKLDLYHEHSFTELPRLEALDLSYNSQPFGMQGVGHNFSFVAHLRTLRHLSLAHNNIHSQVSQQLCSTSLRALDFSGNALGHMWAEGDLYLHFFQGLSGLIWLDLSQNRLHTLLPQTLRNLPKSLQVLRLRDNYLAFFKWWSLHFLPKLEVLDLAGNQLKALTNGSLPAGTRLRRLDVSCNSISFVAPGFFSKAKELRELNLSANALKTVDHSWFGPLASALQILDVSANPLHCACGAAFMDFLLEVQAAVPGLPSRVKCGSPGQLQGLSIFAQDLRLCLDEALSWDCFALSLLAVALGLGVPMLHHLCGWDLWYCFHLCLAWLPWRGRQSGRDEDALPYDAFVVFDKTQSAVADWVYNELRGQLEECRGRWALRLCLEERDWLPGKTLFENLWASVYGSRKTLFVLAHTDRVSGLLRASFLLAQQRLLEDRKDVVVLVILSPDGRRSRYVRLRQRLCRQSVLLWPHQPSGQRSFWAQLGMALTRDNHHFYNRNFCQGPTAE
* hit, by the source's call; nt = no result given. Some of the compounds tested, so the mix of outcomes need not match the whole.

SMILES	aDG glyco up	N-glyco inh	ABHD5 PLIN5 PPI	MC4R ag barr	NOD2 RIPK2 PPI	Granule exo inh	ABCB6 inh 2	MC4R antagonist	Vif imaging	TLR9-MyD88 block
CNc1nc(-c2ccc3c(c2)CCN3C(=O)CC(C)(C)C)c(C)s1	0.6	-2	-13	-1.0	0	-10	105	-2	1	-3
Cn1c(C(=O)OC(C(=O)NC2CCCC2)c2ccncc2)cc2sccc21 (configuration not stated)	0.3	0	3	-0.3	0	3	93	12	6	2
COc1ccccc1OCc1cc(C(=O)NCc2ccc(N3CCCC3=O)cc2)no1	-0.2	0	1	-0.4	-1	2	91	-3	-4	-10
Cc1cc(C(=O)NCC2COc3ccccc3O2)c2ccccc2n1 (configuration not stated)	0.2	2	6	-1.2	0	-2	97	5	0	-8
CC(=O)N(Cc1c(C)nn(-c2ccccc2)c1Cl)c1ccc(Cl)cc1	0.2	-1	-3	-0.3	7	1	94	0	12	-3
CCOc1ccccc1CN1CCN(Cc2csc(C(C)=O)c2)CC1CCO (configuration not stated)	0.0	0	-1	-1.7	6	1	98	7	12	0
CCOc1ccc(-n2c(Cc3cc(=O)[nH]c(=O)[nH]3)nnc2SC(C)C)cc1	-0.1	1	8	1.7	1	0	102	-1	3	4
COc1cc(/C=C/c2ccc3cccc(OC)c3n2)c(O)c([N+](=O)[O-])c1	0.1	-1	-6	-0.9	11	1	93	11	11	5
COc1ccc(NS(=O)(=O)c2cn(C)cn2)cc1	0.0	0	-3	-0.9	-4	-1	91	0	-6	-9
CCN(CC)S(=O)(=O)c1cc(C(=O)N2CCc3ccccc32)ccc1Cl	0.9	0	-6	-1.1	-2	0	91	-8	-5	-1
CC(C)CNC(=O)CCCc1ccccc1	-0.1	-2	-6	1.7	-5	20	206	10	nt	-4
CCN(CC(=O)Nc1ccc2c(c1)OCCO2)Cc1cc(=O)oc2cc(C)c(C)cc12	0.2	0	2	0.5	-2	-1	101	1	-10	-5
CC(C)c1ccc(NC(=O)CCN2C(=O)[C@@H]3Cc4ccccc4CN3C2=O)cc1	0.3	-2	0	1.1	2	-4	108	5	-1	-9
CNC(=S)NN=C(C)CCCC(C)=NNC(=S)NC	0.1	2	2	-1.5	9	-8	94	3	7	7
COc1ccccc1C(=O)NNC(=O)c1ccccc1[N+](=O)[O-]	-0.2	2	0	-0.6	-6	0	105	8	-3	9
CCOc1ccccc1Oc1coc2cc(OCC(=O)O)ccc2c1=O	0.1	1	-1	0.8	-1	-4	99	3	24	-6
COc1ccc(S(=O)(=O)N2CCCCCC2)cc1N	0.0	-1	7	1.6	2	1	87	-1	3	-7
CCOC(=O)Cn1c2ccccc2c2nc(C)sc21	-0.2	2	4	-0.8	8	4	96	14	17	2
O=C(NC1CCCCCC1)c1ccc(CN2CCOCC2)cc1	-0.3	-2	4	-0.7	-17	1	nt	2	0	6
O=C(NC1CCCc2c1cnn2-c1ccccc1F)c1ccccc1N1CCOCC1 (configuration not stated)	0.0	-1	-7	3.3	5	3	109	15	-9	-4
Cc1c(N(C)S(=O)(=O)c2cc(C(=O)NCC3CCCO3)ccc2Cl)c(=O)n(-c2ccccc2)n1C (configuration not stated)	-0.3	-1	5	-2.3	-14	7	101	-3	4	8
COc1cc(/C=N/NC(=O)c2cccc(NC(=O)c3ccccc3Cl)c2)ccc1O	0.9	0	-2	-1.1	1	5	98	2	10	-1
CC(=O)NC1C(Oc2ccc(C=O)cc2)OC(COC(C)=O)C(OC(C)=O)C1OC(C)=O (configuration not stated)	0.0	2	1	1.0	10	2	97	2	1	4
CCn1c(SCC(=O)NC2CC2)nnc1-c1csc(C)c1	-0.2	0	-4	-2.9	-13	6	98	5	nt	-6
Nc1cc(C(=O)OCC(=O)NCCNC(=O)COC(=O)c2ccc(Cl)c(N)c2)ccc1Cl	-0.1	1	-4	0.1	1	6	100	0	-4	1

Of the compounds above, eleven have sulfur.
SMILES	aDG glyco up	N-glyco inh	ABHD5 PLIN5 PPI	MC4R ag barr	NOD2 RIPK2 PPI	Granule exo inh	ABCB6 inh 2	MC4R antagonist	Vif imaging	TLR9-MyD88 block
CNc1nc(-c2ccc3c(c2)CCN3C(=O)CC(C)(C)C)c(C)s1	0.6	-2	-13	-1.0	0	-10	105	-2	1	-3
Cn1c(C(=O)OC(C(=O)NC2CCCC2)c2ccncc2)cc2sccc21 (configuration not stated)	0.3	0	3	-0.3	0	3	93	12	6	2
CCOc1ccccc1CN1CCN(Cc2csc(C(C)=O)c2)CC1CCO (configuration not stated)	0.0	0	-1	-1.7	6	1	98	7	12	0
CCOc1ccc(-n2c(Cc3cc(=O)[nH]c(=O)[nH]3)nnc2SC(C)C)cc1	-0.1	1	8	1.7	1	0	102	-1	3	4
COc1ccc(NS(=O)(=O)c2cn(C)cn2)cc1	0.0	0	-3	-0.9	-4	-1	91	0	-6	-9
CCN(CC)S(=O)(=O)c1cc(C(=O)N2CCc3ccccc32)ccc1Cl	0.9	0	-6	-1.1	-2	0	91	-8	-5	-1
CNC(=S)NN=C(C)CCCC(C)=NNC(=S)NC	0.1	2	2	-1.5	9	-8	94	3	7	7
COc1ccc(S(=O)(=O)N2CCCCCC2)cc1N	0.0	-1	7	1.6	2	1	87	-1	3	-7
CCOC(=O)Cn1c2ccccc2c2nc(C)sc21	-0.2	2	4	-0.8	8	4	96	14	17	2
Cc1c(N(C)S(=O)(=O)c2cc(C(=O)NCC3CCCO3)ccc2Cl)c(=O)n(-c2ccccc2)n1C (configuration not stated)	-0.3	-1	5	-2.3	-14	7	101	-3	4	8
CCn1c(SCC(=O)NC2CC2)nnc1-c1csc(C)c1	-0.2	0	-4	-2.9	-13	6	98	5	nt	-6

Continued.
SMILES	aDG glyco up	N-glyco inh	ABHD5 PLIN5 PPI	MC4R ag barr	NOD2 RIPK2 PPI	Granule exo inh	ABCB6 inh 2	MC4R antagonist	Vif imaging	TLR9-MyD88 block
O=C(O)/C=C\C(=O)Nc1ccc(N2CCN(c3cccc(Cl)c3)CC2)cc1	-0.3	0	-3	-1.0	9	0	109	7	2	5
Cn1c(CCNC(=O)C2CCCCC2)nc2cc(NC(=O)c3cccs3)ccc21	0.3	-2	0	-2.0	-11	-3	94	0	13	12
Cc1cc(C)cc(NC(=S)N(C)C)c1	0.0	1	2	-3.4	-6	-1	99	6	-2	-5
Clc1ccc(-n2cccc2/C=N/n2cnnc2)cc1	0.2	1	0	0.5	-2	12	201	4	nt	-5
CCc1nnc(NS(=O)(=O)c2ccc(NC(=O)/C=C/c3ccc(OC)cc3OC)cc2)s1	0.2	1	8	-0.2	-3	-4	104	-1	-18	-14
CCCCOc1ccc(C(=O)OCC(=O)N2CCOCC2)cc1	0.1	0	0	3.5	-18	8	100	2	-5	-3
CCn1nc(C)c(/C=N/NC(=O)Cn2nnc(N)n2)c1C	0.0	1	11	2.9	-23	5	99	0	59*	-7
O=C1C2C(C(=O)N1/N=C/c1cccc([N+](=O)[O-])c1)C1C=CC2C12CC2 (configuration not stated)	-0.1	0	-4	-2.4	-4	-4	96	4	-13	4
Cc1cc(-c2ccc([N+](=O)[O-])cc2)nc2ccccc12	-0.2	-1	-11	-2.5	16	1	89	0	-8	7
Cc1ccnc(NC(=O)c2cc3cc(F)ccc3s2)c1	0.2	-11	-8	-0.5	4	4	99	16	-1	-4
Cc1cc(/C=C(/C#N)c2nc3ccccc3[nH]2)c(C)n1-c1cc(C(=O)O)cc(C(=O)O)c1	-0.8	-1	1	-0.2	-5	-6	100	-9	1	-1
Cc1ccc(S(=O)(=O)N(C)C)cc1NC(=O)COC(=O)CNC(=O)c1cccs1	0.0	1	1	2.0	2	-1	92	12	nt	5
CCOc1cccc(-c2c(C(=O)N/N=C(\C)c3ccncc3)nnn2-c2nonc2N)c1	1.1	6	-4	-0.3	0	21	91	1	18	8
Fc1ccccc1-c1nnc2c3ccccc3nc(N3CCOCC3)n12	0.4	1	-1	-1.1	-15	-2	99	11	7	-4
COc1ccccc1NC(=O)CSc1nnc(C)o1	0.0	-1	-4	-0.7	-1	2	99	7	-12	6
COC(=O)Cn1cnc2c(Cl)nc(F)nc21	0.3	-5	3	-1.7	-15	-2	93	15	-5	-6
CNC(=O)COc1coc(CN2CCN(c3ccccc3F)CC2)cc1=O	-0.1	2	4	-2.7	-3	-2	98	20	-4	-5
COc1ccc(F)cc1C(=O)COC(=O)c1n[nH]c(=O)c2ccccc12	0.1	1	0	-0.5	-8	4	102	1	7	-12
CCC(C)[C@H](NC(=O)OC(C)(C)C)C(=O)N/N=C/C1=Cc2ccccc2OC1 (some centres not stated)	0.6	-3	-6	0.2	-12	1	100	11	-11	3
CC(=O)Nc1cccc(OCCCNC(=O)c2ccc(C(C)(C)C)cc2)c1	0.2	3	-1	-2.5	-8	-10	95	7	26	nt
CC1CCC(NC(=O)C2CCC(CNS(=O)(=O)c3ccc4c(c3)C(C)(C)C(=O)N4C)CC2)CC1 (configuration not stated)	0.1	-2	0	-0.4	-4	-2	96	3	4	nt
CCn1cc(C2Nc3ccccc3C(=O)N2O)c(C)n1 (configuration not stated)	0.1	1	-2	-2.6	-6	0	91	-7	5	-8
COc1ccc(NC(=O)Nc2ccccc2SC)cc1	0.1	3	1	-1.5	-8	1	97	1	-2	4
Cc1cc(NS(=O)(=O)c2ccc(NC(=O)CN3C(=O)c4ccccc4C3=O)cc2)nc(C)n1	-0.3	1	6	0.0	-5	3	92	-2	-8	-1
O=C1/C(=C/c2cccc(F)c2)SC(=S)N1NS(=O)(=O)c1ccccc1	-0.1	2	-22	-1.6	1	6	102	6	0	-12
COc1ccc(OC)c(S(=O)(=O)Nc2cc(C)on2)c1	0.2	1	13	-3.5	-2	-2	101	6	0	-4
O=C(c1cnn2c(C(F)(F)F)cc(-c3ccccc3)nc12)N1CCCCC1c1cccnc1 (configuration not stated)	0.6	-1	-1	1.2	2	-2	94	-10	2	-1
CC(C)[C@H](NC(=O)c1cccc(S(=O)(=O)N2CCOCC2)c1)C(=O)OCC(=O)Nc1cccc(Br)c1	0.0	-1	-15	-2.4	-6	-6	98	-6	2	0
C[C@H]1CN([C@@H](C)CO)C(=O)c2cc(NC(=O)Cc3ccccc3)ccc2O[C@H]1CN(C)Cc1ccccc1	0.3	0	11	0.3	-14	-9	94	6	1	-8
